Compound activity deposited in PubChem BioAssay by National Center for Advancing Translational Sciences (NCATS).
ERG-DNA inh = blocks human ERG Ets domain binding to DNA | P11308 | fluorescence polarization, His-ERG Ets domain / labelled DNA | Potency, µM (doses to about 76.9 µM), for inactives: at the top dose FP activity, negative = inhibition, usual class: inhibitors | actives 0.028% (n = 370,000) | AID 624246; active = well fitted inhibition curve with a large enough effect in the polarisation, with a control signal flat; inconclusive = small, poorly fitted or top-dose-only effect, or effect the other way, or a change in a side signal; inactive = no such curve, though single readings can be large or run the other way; the % refers to the polarisation;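 note: polarization taken with two DNA probes labelled with fluorescein and Texas red; % of control where 0% means no effect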
Target sequence (P11308 whole entry, looked up, the tested form may be a part): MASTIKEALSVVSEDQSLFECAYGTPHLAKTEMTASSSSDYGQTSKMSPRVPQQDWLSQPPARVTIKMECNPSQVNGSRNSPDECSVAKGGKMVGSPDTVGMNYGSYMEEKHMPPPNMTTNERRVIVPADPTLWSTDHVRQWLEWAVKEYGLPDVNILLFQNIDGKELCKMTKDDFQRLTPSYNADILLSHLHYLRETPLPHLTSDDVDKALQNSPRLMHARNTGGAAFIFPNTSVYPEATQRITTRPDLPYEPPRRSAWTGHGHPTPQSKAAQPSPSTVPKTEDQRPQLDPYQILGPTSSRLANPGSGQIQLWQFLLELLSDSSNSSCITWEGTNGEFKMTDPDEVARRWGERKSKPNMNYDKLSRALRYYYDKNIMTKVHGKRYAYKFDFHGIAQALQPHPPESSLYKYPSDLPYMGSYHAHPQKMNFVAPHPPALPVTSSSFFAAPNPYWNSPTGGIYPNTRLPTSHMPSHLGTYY
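His-tagged ERG Ets domain (1 uM in the protein solution; 300mM KCl, 50mM Tris-HCl, 1mM EDTA, 1mM DTT, pH 7.5) received compound, then a probe mix of 5 nM fluorescein-DNA and 100nM Texas-615-DNA. Fluorescence polarization was read for both dyes.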
12-LOX inh = ALOX12 (human) lipoxygenase inhibition; purified 12hLO, xylenol orange hydroperoxide absorbance; actives 1.1% (n = 580,000); AID 1671190; Potency, µM (top dose mostly 108 µM), inactives show at the highest dose activity change, negative = inhibition, most hits filed as inhibitors; P18054; note: % is set by controls: 0 for no effect and ±100 for the full control effect
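Purified human 12hLO at 150 nM in 25 mM Hepes, 0.01% Triton X-100, pH 7.0, preincubated 15 min at room temperature with compound. Reaction started with 40 uM arachidonic acid, 30 min at room temperature. Hydroperoxide measured by Fe-xylenol orange, 573/405 nm absorbance ratio.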
PGK inhibitor = T. brucei PGK inhibition. AID 602233. actives 0.043% (n = 380,000). PGK/GAPDH coupled, Kinase-Glo luminescence, 60 min. P07378. Potency, µM (series often up to 57.5 µM), for inactives: at the highest dose activity change, negative = inhibition, hits mostly inhibitors; note: % is set by controls: 0 for no effect and ±100 for the full control effect; nearly all actives have a fitted effect of over 60% in size
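Recombinant glycosomal PGK reaction used 1,3-bisphosphoglycerate generated in-well by GAPDH (100nM final) in 100mM TEA pH 7.6, 5mM MgCl2, 0.01% Tween-20. After 60 minutes at room temperature, ATP was read by Kinase-Glo Plus luminescence end-point.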
RGS4 inh = blocks human RGS4-accelerated GTP hydrolysis | P49798 | Transcreener GDP fluorescence polarization, RGS4-accelerated GTP hydrolysis | Potency, µM (doses to about 114 µM), without a hit: at the top dose activity change, negative = inhibition, usual class: inhibitors | actives 0.039% (n = 390,000); note: % is set by controls: 0 for no effect and ±100 for the full control effect; nearly all actives have a fitted effect of over 75% in size; some results filed as inactive show a strong effect at the top dose
Target sequence (P49798 whole entry, looked up): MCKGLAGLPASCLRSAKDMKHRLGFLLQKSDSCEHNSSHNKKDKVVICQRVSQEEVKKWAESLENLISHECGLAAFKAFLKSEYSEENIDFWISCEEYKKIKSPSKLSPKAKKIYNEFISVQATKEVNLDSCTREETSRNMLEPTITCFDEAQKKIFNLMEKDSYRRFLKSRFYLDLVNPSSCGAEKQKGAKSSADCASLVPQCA
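MLSMR compounds (23 nl, pin-transferred) preincubated 10 min at room temperature with a 500nM (2x) first reagent, then RGS4 at 900nM (2x) plus Transcreener GDP mix added; fluorescence polarization (620/688 nm) read before and after 90 min at 30 °C.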
Pin1 inhibitor = blocks the human prolyl isomerase Pin1 | Q13526 | Pin1 FP peptide displacement, HiFluor488, 10 min | Potency, µM (doses to about 115 µM), for the others: at the top dose activity, negative = inhibition, most hits filed as inhibitors | actives 0.009% (n = 390,000) | AID 504891; active = well fitted inhibition curve with a large enough effect in the polarisation, with a control signal flat, not every such curve was filed as active; inconclusive = small, poorly fitted or top-dose-only effect, or effect the other way, or a change in a side signal; inactive = no such curve, though single readings can be large or run the other way; the % refers to the polarisation; note: % is set by controls: 0 for no effect and ±100 for the full control effect
Target sequence (Q13526 whole entry, looked up): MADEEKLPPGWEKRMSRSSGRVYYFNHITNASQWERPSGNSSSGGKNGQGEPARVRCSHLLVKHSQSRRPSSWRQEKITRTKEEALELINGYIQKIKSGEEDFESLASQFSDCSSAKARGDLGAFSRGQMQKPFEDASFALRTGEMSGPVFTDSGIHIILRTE
GLS inhibitor = glutaminase GLS (human) inhibition | O94925 | GLS enzymatic activity, qHTS titration | Potency, µM (top dose mostly 45.5 µM), for the others: at the top dose activity change, negative = inhibition, most hits filed as inhibitors | actives 0.21% (n = 410,000); note: % is set by controls: 0 for no effect and ±100 for the full control effect
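hKGA in 45 mM KH2PO4 pH 8.2, 0.02% Tween-20 with pin-transferred compounds; 1 mM L-glutamine (stock) plus glutamate oxidase/HRP/Amplex Red coupling added. Fluorescence read initially and after 30 min at RT.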
rTrxR1 inhibitor = inhibitors of rat thioredoxin reductase 1; actives 1% (n = 390,000); recombinant rTrxR1, NADPH fluorescence consumption, selenite substrate; O89049; Potency, µM (highest dose often 114 µM), inactives show top-dose activity change, negative = inhibition, most hits filed as inhibitors; AID 588453; note: % is set by controls: 0 for no effect and ±100 for the full control effect; nearly all actives have a fitted effect of over 65% in size
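Rat TrxR1 (90 nM in the dispensed reagent) was pre-reduced with 400 uM NADPH for 5 min at room temperature, then incubated with compound for 15 min. After 400 uM selenite was added, NADPH fluorescence (Ex 340/Em 450 nm) was followed for 8 min.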
JMJD2A Tudor inh = blocks the human JMJD2A Tudor domain; AID 504339; AlphaScreen JMJD2A-Tudor / H3K4me3 peptide binding; actives 4.4% (n = 390,000); Potency, µM (titrated, usually from 114 µM), for inactives: at the highest dose activity change, negative = inhibition, actives largely listed as inhibitors; note: % is set by controls: 0 for no effect and ±100 for the full control effect; nearly all actives have a fitted effect of over 50% in size
HP1b binding inh = HP1-beta chromodomain-methylated histone interaction inhibition. AlphaScreen HP1-beta / biotin-H3K9me3 peptide binding. Potency, µM (top dose mostly 114 µM), without a hit: at the top dose activity change, negative = inhibition, actives largely listed as inhibitors. actives 0.56% (n = 390,000). AID 540317; note: nearly all actives have a fitted effect of over 70% in size; inactives centre near 23
Target sequence (P83916 whole entry, looked up): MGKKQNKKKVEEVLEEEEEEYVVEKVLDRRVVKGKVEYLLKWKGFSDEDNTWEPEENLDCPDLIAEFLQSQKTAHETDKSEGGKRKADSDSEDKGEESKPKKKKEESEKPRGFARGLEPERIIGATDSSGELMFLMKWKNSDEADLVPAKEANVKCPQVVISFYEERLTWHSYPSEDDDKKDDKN
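HP1-beta protein (50 nM final) preincubated 30 min at room temperature with biotinylated H3(1-18)K9me3 peptide (50 nM) in PBS pH 7.4, 0.01% Tween-20, then compound added for 30 min. AlphaScreen streptavidin donor/nickel chelate acceptor beads (10 ug/mL final), 30 min dark, luminescence read.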
* hit, by the source's call; i = inactive; ? = inconclusive; / = not tested or not shown; [ ] = dose if it differs, or a comment. Unless noted, calls come from the whole dose curve; as a rule, active = well fitted curve in the direction sought with a large enough effect; inconclusive = small, poorly fitted or top-dose-only effect, or another doubt; inactive = no such curve, though single readings can be large; an effect the other way counts as inactive or inconclusive. Potency is the fitted concentration of half-maximal effect.

ERG-DNA inh	12-LOX inh	PGK inhibitor	RGS4 inh	Pin1 inhibitor	GLS inhibitor	rTrxR1 inhibitor	JMJD2A Tudor inh	HP1b binding inh	canonical_smiles
8%	0%	10%	3%	1%	0%	10%	-10%	1%	COc1ccc2c(c1OC)C(=O)N(c1ccc(OCc3ccccc3)cc1)C2=O
-10%	7%	i	-41%	4%	-14%	20%[11.4 µM]	-33%	46%[activator]	NC(=O)c1ccccc1NC(=O)c1cccc(C(=O)Nc2ccccc2C(N)=O)n1
8%	-19%	-7%	0%	0%	-13%	9%	-19%	-4%	CCOc1ccccc1NC(=O)c1nnn(CC(=O)Nc2ccc(OC)c(OC)c2)c1N
-3%	0%	-11%	-5%	0%	-6%	20%	16%	43%[activator]	COc1ccccc1NC(=O)CCC(=O)OCc1ccc(Cl)cc1
14%	-29%	i	1%	-15%	17%	13%	-21%	4%	COc1ccc(OC)c(S(=O)(=O)Nc2cc3c4c(c2)C(C)C(=O)N4CCC3)c1 (stereo unspecified)
-6%	1%	-5%	-14%	-11%	0%	-13%[57.1 µM]	-17%	46%[activator]	COC(=O)[C@@H]1C[C@]2(OC(=O)c3ccccc3)C=CC(=O)C[C@@H]2N1C(=O)OCc1ccccc1
-6%	25%	-5%	12%	0%	0%	25%[57.1 µM]	1%	24%	Cc1nn(C)c(C)c1NS(=O)(=O)c1ccc(N2CCCC2=O)cc1
0%	?	-2%	6%	-2%	2%	-12%	-9%	12%	CC(NC(=O)COc1ccc(-c2nnco2)cc1)c1ccc(Cl)cc1Cl (stereo unspecified)
1%	?	1%	-16%	-8%	2%	-12%[57.1 µM]	-30%	7%	CCOc1ccc(C(c2nnnn2Cc2ccccc2)N2CCN(C(=O)c3ccco3)CC2)cc1 (stereo unspecified)
1%	0%	2%	5%	3%	31%	-3%	-27%	20%	Nc1cc(Cl)ccc1N1CCOCC1
4%	-4%	-8%	10%	-4%	17%	16%	-11%	11%	CCCCCCc1c(O)nc(SCCN(C)C)[nH]c1=O
-5%	0%	0%	-4%	8%	7%	-10%	-19%	21%	COc1ccccc1N1CCN(c2ccc(Cl)nn2)CC1
-3%	4%	-9%	7%	-5%	12%	-11%	-23%	13%	CCOC(=O)C1CCN(c2cc(C)nc3ccc(OC)cc23)CC1
1%	-27%	i	-14%	2%	-14%	15%[57.1 µM]	-22%	-27%	CCCCc1nn2c(=O)cc(COC(=O)c3ccc4c(c3)OCO4)nc2s1
-11%	-15%	-8%	-3%	-10%	2%	13%	-8%	28%	CCOC(=O)C(C)Sc1cnccn1 (stereo unspecified)
1%	-1%	1%	15%	-2%	6%	-10%	-12%	37%	CC(C)(C)NS(=O)(=O)c1ccc(NC(=O)CS(=O)(=O)Cc2ccccc2)cc1
-1%	-13%	-10%	-18%	-2%	2%	15%	-29%	40%[activator]	CCO[C@@H]1OC(C(=O)Nc2ccccc2)=C[C@H](c2ccc(C(F)(F)F)cc2)[C@H]1CCCO
-11%	-10%	i	-5%	?	-4%	4%[2.29 µM]	-16%	10%[57 µM]	O=[N+]([O-])c1ccc(NN=Cc2ccc(O)cc2O)nc1
-11%	?	-6%	-30%[11.4 µM]	12%	-19%	-2%	-1%[11.4 µM]	49%[activator]	COC(=O)C1=C(C)N=C2SC(C)C(=O)N2C1c1cccs1 (stereo unspecified)
-5%	3%	12%	?	0%	1%	5%	?	-10%	CCC(C)(C(=O)NC1CCCCC1)N(C(=O)C1CCC(=O)N1)c1ccc(C)cc1 (stereo unspecified)
10%	0%	1%	6%	-12%	6%	3%[57.1 µM]	-3%	0%	O=[N+]([O-])c1cccc(C(=S)N2CCCC2)c1
1%	-41%	i	-10%	42%[activator]	0%	15%	-1%	41%[activator]	COCCCNC(=O)Cn1c(=O)n(-c2ccc(C)c(C)c2)c(=O)c2c3c(sc21)CCCCC3
-3%	5%	-8%	-31%	?	-8%	13%	-11%	26%	COc1ccc(C(c2nnnn2CS(=O)(=O)c2ccc(C)cc2)N2CCN(Cc3ccccc3)CC2)cc1 (stereo unspecified)
0%	-14%	?	-10%	-4%	?	3%	50µM*	?	COc1ccccc1NC(=O)COC(=O)c1cc2c(s1)CCC2
-4%	-1%	i	-2%	-2%	16%	-3%[57.1 µM]	-10%	11%	O=C(CN(c1ccc(Br)cc1)S(=O)(=O)c1ccc(Cl)c([N+](=O)[O-])c1)NCCc1ccccc1
8%	/	-3%	6%	0%	-1%	-20%	-2%	24%	O=C(COc1cccc2c1CCNC2=O)Nc1cccc(C(F)(F)F)c1
-9%	1%	-6%	-5%	3%	2%	-8%[57.1 µM]	-12%	29%	Cc1cnc2cc(Cl)ccc2c1SCC(=O)O
-5%	6%	-6%	-31%	-2%	-18%	21%[57.1 µM]	-3%	37%[activator]	COc1ccc(-c2csc3ncn(-c4ccccc4OC)c(=O)c23)cc1OC
5%	?	-1%	-34%	-1%	6%	3%[57.1 µM]	-15%	17%	Cc1cc(=O)n2[nH]c(N3C(=O)CCC3=O)nc2n1
-10%	-12%	-10%	4%	0%	-1%	2%	-21%	6%	CCN1CCN(c2ccc(S(=O)(=O)N3CCOCC3)cc2NC(=O)c2sccc2C)CC1
-10%	?	-7%	?	-6%	-8%	-3%[57.1 µM]	79µM*	-31%	O=C(NC(NC(=S)Nc1ccccc1C(=O)O)C(Cl)(Cl)Cl)c1cccc([N+](=O)[O-])c1 (stereo unspecified)
5%	-11%	-8%	7%	-1%	1%	15%[57.1 µM]	-24%	-11%	CCOC(=O)c1cc(-c2ccc(OC)c(S(=O)(=O)NC3CCCCC3)c2)on1
17%	30%	-2%	-14%	12%	1%	2%	-17%	19%	COc1ccc(/C=C2\SC(=O)N(CCC(=O)N(C)C3CCS(=O)(=O)C3)C2=O)cc1 (stereo unspecified)
4%	?	4%	9%	14%	12%	9%[57.1 µM]	-12%	20%[57 µM]	COc1cccc2sc(NC(=O)c3ccc(S(=O)(=O)N4CCC(C)CC4)cc3)nc12
-8%	-18%	-8%	-14%	-7%	13%	13%[57.1 µM]	?	11%	CCOc1ccc(NC(=O)CN2CCN(c3ccc(F)cc3)CC2)cc1
4%	2%	10%	-7%	-3%	0%	7%[57.1 µM]	6%	28%	CN1CCN(C(=O)c2cc(Oc3c(F)c(F)c(F)c(F)c3F)cc(C(=O)N3CCN(C)CC3)c2)CC1
-6%	-25%	-12%	21%	-4%	-24%	-8%	-14%	-14%	CC(=O)Nc1ccc(NC(=O)COC(=O)c2cc(S(=O)(=O)N3CCCC3)ccc2O)cc1
-1%	-7%	-5%	-22%	-14%	-6%	-4%	-9%	18%	Cc1cc(Nc2ccc(Cl)cc2)nc(N)n1
14%	8%	-4%	19%	-1%	3%	10%	-18%	33%	COc1ccc(C(=O)N/N=C/C(=O)c2ccccc2)cc1
10%[15.4 µM]	-5%	-7%	1%	0%	-3%	7%	-11%	23%	CC(NC(=O)c1ccccc1)C(=O)OCC(=O)Nc1cccc(S(=O)(=O)N2CCCC2)c1 (stereo unspecified)
10%	-3%	14%	7%	-1%	-1%	11%	-14%	26%	CCOc1[nH]n(-c2ccccc2)c(=O)c1C=NCc1cccnc1
-2%	?	-3%	-50%	3%	-6%	21%[57.1 µM]	?	8%[57 µM]	Cc1cccc(NS(=O)(=O)c2ccc3[nH]c4c(c3c2)CCCCCC4)c1
-1%	-4%	2%	14%	4%	4%	-3%	-7%	23%	COc1cccc(NC(=O)CNC(=O)Cn2cnc3sc(C)c(C)c3c2=O)c1
7%	-27%	i	-11%	10%	-4%	9%	3%	40%[activator]	CCOC(=O)Nc1cc(=O)c2ccccc2o1
-5%	-8%	-1%	-3%	8%	0%	15%[57.1 µM]	-12%	6%	CC(=O)c1cn(CC(=O)Nc2cccc(C)c2C)c2ccccc12
-3%	9%	i	-13%	7%	-3%	19%[57.1 µM]	-23%	2%	Cc1cc(NC(=O)CSc2nccn2-c2cccc(C)c2C)no1
-10%	24%	-2%	10%	-1%	-3%	11%	-12%	20%	O=C(C(=O)N1CCN(c2cccc(Cl)c2)CC1)c1cn(CC(=O)N2CCOCC2)c2ccccc12
-3%	10%	-12%	10%	1%	-23%	-5%	11%	24%	O=C(CCC(=O)c1ccccc1)Nc1cccnc1
-3%	-1%	-1%	11%	1%	1%	-12%	-27%	24%	CCN(CC)C(C)C(=O)Nc1c2c(cc3c1CCC3)CCC2 (stereo unspecified)
-6%	-29%	-6%	-20%	0%	-6%	9%	2%	8%	Cc1ccc(N2CC(c3nnc(Cc4ccc(F)cc4Cl)o3)CC2=O)cc1 (stereo unspecified)
1%	-8%	1%	1%	0%	-4%	27%[57.1 µM]	-29%	8%	CC(=O)c1ccc(N(C(=O)CNC(=O)c2ccco2)C(C(=O)NC2CCCC2)c2ccco2)cc1 (stereo unspecified)
-6%	?	4%	4%	-1%	14%	8%	-24%	-6%	CCc1ccc(-c2nn(-c3ccccc3)cc2CSC(=N)N)cc1

This is a subset, so the mix of outcomes need not match the whole.
